# Source: PubChem BioAssay (Broad Institute)
# EZH2 inh: EZH2/PRC2 methyltransferase inhibitors, primary screen, biochemical, DELFIA time-resolved fluorescence, single point | PRC2 H3K27 methylation, DELFIA TRF, 1 h | hit rate 0.35% among 57,000 | inhibition, % at 12.5 µM;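 active = mean inhibition of replicates at least 50% and every single replicate also reaching 50%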;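 also: dimethyl H3K27 on biotinylated H3 21-44 peptide detected by antibody; plate controls were median neutral control wells for no effect and median positive control wells for full effect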
# IDH1 mut inh: inhibitors of IDH1 R132H reductase, primary screen, biochemical, plate reader, single point. Isocitrate dehydrogenase [NADP] cytoplasmic (Homo sapiens), O75874. diaphorase/resazurin fluorescence, 60 min. inhibition, % at 10 µM. hit rate 0.18% among 70,000; in the data active = inhibition above about 34%;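 also: 0% = DMSO and 100% = no enzyme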
# Target sequence (O75874 whole entry R132H): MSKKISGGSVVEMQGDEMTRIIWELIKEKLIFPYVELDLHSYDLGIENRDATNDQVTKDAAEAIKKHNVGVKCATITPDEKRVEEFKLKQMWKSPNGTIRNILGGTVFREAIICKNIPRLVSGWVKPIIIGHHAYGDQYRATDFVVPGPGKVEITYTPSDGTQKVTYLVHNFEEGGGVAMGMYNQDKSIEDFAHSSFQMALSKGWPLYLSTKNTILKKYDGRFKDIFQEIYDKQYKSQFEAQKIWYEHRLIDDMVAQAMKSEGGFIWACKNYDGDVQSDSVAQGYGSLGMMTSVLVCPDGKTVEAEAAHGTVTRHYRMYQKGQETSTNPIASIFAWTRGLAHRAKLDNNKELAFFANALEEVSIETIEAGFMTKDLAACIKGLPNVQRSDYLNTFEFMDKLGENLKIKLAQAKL
# The depositor's hits bear a star; . = no result given; & = joins results of further samples.
SMILES,EZH2 inh,IDH1 mut inh
C[C@H]1CN([C@@H](C)CO)C(=O)c2cc(NC(=O)Cn3cnnn3)ccc2O[C@H]1CN(C)S(=O)(=O)c1ccc(Cl)cc1,.,0.5
C[C@@H]1CN([C@H](C)CO)C(=O)c2c(c3ccccc3n2C)-c2ccccc2CO[C@@H]1CN(C)Cc1cccnc1,-5.8,1.8
C[C@@H]1CN([C@H](C)CO)C(=O)Cc2cc(NS(=O)(=O)c3ccccc3)ccc2O[C@@H]1CN(C)Cc1ccc(C(F)(F)F)cc1,.,1.3
CC(=O)N(C)C[C@H]1Oc2ncc(/C=C/c3ccccc3)cc2C(=O)N([C@@H](C)CO)C[C@H]1C,-7.5,-0.7
C[C@H]1CCCCO[C@H](CN(C)S(=O)(=O)c2ccc(F)cc2)[C@@H](C)CN([C@@H](C)CO)C(=O)c2cc(NC(=O)CCC(F)(F)F)ccc2O1,.,1.4
O=C(C[C@@H]1CC[C@@H](NC(=O)NC2CCCC2)[C@@H](CO)O1)NCc1ccc(F)cc1,3.3,-0.2
COCC(=O)N1C[C@H](C)[C@@H](OC)CN(C)C(=O)c2ccc(NC(=O)NC(C)C)cc2OC[C@H]1C,-16.6,0.1
C[C@H]1CN([C@@H](C)CO)C(=O)c2c(c3ccccc3n2C)-c2ccccc2CO[C@H]1CN(C)C(=O)c1ccncc1,-2.4,0.4
CCC(=O)NCC[C@@H]1CCc2ccc3c(c21)CCO3,6.8,.
CCN(CC(=O)Nc1cccc(SC)c1)S(=O)(=O)c1ccc(C)cc1,.,-0.8
C[C@@H]1CN([C@H](C)CO)C(=O)c2cc(C3=CCCCC3)cnc2O[C@H]1CN(C)C(=O)c1cccnc1,8.2,-1.3
COC(=O)c1ccsc1NC(=O)CSc1nnnn1-c1ccccc1SC,16.1,-0.1
C[C@@H]1CN([C@H](C)CO)C(=O)c2cccc(NC(=O)c3ccncc3)c2O[C@@H]1CN(C)Cc1ccc(Cl)c(Cl)c1,-5.3,2.5
COCC(=O)Nc1ccc2c(c1)C(=O)N(C)C[C@H](OC)[C@H](C)CN(Cc1cccnc1)[C@H](C)CO2,-1.0,0.1
C[C@H](CO)N1C[C@H](C)[C@H](CN(C)C(=O)Nc2cccc3ccccc23)Oc2ncc(-c3cc4ccccc4o3)cc2C1=O,-38.5,0.2
C[C@H]1CN([C@@H](C)CO)S(=O)(=O)c2ccc(-c3cccc(F)c3)cc2O[C@@H]1CN(C)S(=O)(=O)c1ccccc1,2.5,-0.2
O=C1O[C@H](c2ccccc2)[C@H](c2ccccc2)N2[C@H]1[C@@H](C(=O)N1CCCCCCC1)[C@]1(C(=O)Nc3ccc(C#CC4(O)CCCCCC4)cc31)[C@H]2c1ccc(O)cc1,-7.5,.
COc1ccccc1-c1cnc2c(c1)C(=O)N([C@H](C)CO)C[C@H](C)[C@H](CN(C)C(=O)CN(C)C)O2,-9.0,-0.4
C[C@@H]1CCCCO[C@@H](CN(C)S(=O)(=O)c2ccc(F)cc2)[C@@H](C)CN([C@@H](C)CO)C(=O)c2cc(NS(=O)(=O)c3ccc(Cl)cc3)ccc2O1,.,4.8
C[C@@H]1CN([C@@H](C)CO)C(=O)c2cc(NS(C)(=O)=O)ccc2O[C@@H](C)CCCCO[C@@H]1CN(C)C(=O)c1ccncc1,.,0.3

# Record cards (already shown). Order of values: EZH2 inh | IDH1 mut inh
# `C[C@@H]1CN([C@H](C)CO)C(=O)c2cccc(NC(=O)c3ccncc3)c2O[C@@H]1CN(C)Cc1ccc(Cl)c(Cl)c1` is listed as -5.3 | 2.5
# `CCC(=O)NCC[C@@H]1CCc2ccc3c(c21)CCO3` is listed as 6.8 | .
# `CCN(CC(=O)Nc1cccc(SC)c1)S(=O)(=O)c1ccc(C)cc1` is listed as . | -0.8
# `COCC(=O)Nc1ccc2c(c1)C(=O)N(C)C[C@H](OC)[C@H](C)CN(Cc1cccnc1)[C@H](C)CO2` is listed as -1.0 | 0.1
# `C[C@@H]1CN([C@H](C)CO)C(=O)Cc2cc(NS(=O)(=O)c3ccccc3)ccc2O[C@@H]1CN(C)Cc1ccc(C(F)(F)F)cc1` is listed as . | 1.3

# Continued:
SMILES,EZH2 inh,IDH1 mut inh
CC(C)OC(=O)CSc1nc(-c2cccs2)cc(C(F)(F)F)c1C#N,10.7,0.1
CCCNC(=O)N(C)C[C@@H]1Oc2cc(-c3ccccc3)ccc2S(=O)(=O)N([C@@H](C)CO)C[C@H]1C,5.9,2.2
CO[C@H]1CN(C)C(=O)c2cc(NC(C)=O)ccc2OC[C@H](C)N(Cc2cccnc2)C[C@@H]1C,9.8,.
COCC(=O)Nc1ccc2c(c1)OC[C@@H](C)N(C(=O)c1cnccn1)C[C@H](C)[C@@H](OC)CN(C)C2=O,-1.3,0.0
O=C(C[C@H]1C[C@@H]2c3cc(NC(=O)C4CCOCC4)ccc3O[C@@H]2[C@H](CO)O1)NCc1ccccn1,-10.8,-0.3
COc1ccc(S(=O)(=O)N(C)C[C@@H]2Oc3c(NC(=O)Nc4ccc5c(c4)OCO5)cccc3C(=O)N([C@H](C)CO)C[C@@H]2C)cc1,.,1.1
COc1ccc(NC(=O)Nc2cccc3c2O[C@H](CN(C)Cc2ccncc2)[C@@H](C)CN([C@@H](C)CO)C3=O)cc1,.,3.2
O=C(C[C@@H]1C[C@@H]2c3cc(NS(=O)(=O)c4ccccc4)ccc3O[C@@H]2[C@H](CO)O1)NC1CCCC1,-0.6,-0.2
COc1ccc(S(=O)(=O)N(C)C[C@@H]2Oc3ccc(NS(=O)(=O)c4ccccc4)cc3C(=O)N([C@@H](C)CO)C[C@@H]2C)cc1,.,0.3
C[C@@H]1CN([C@H](C)CO)S(=O)(=O)c2ccc(-c3cncnc3)cc2O[C@H]1CN(C)Cc1ccccc1,.,-0.1
O=C(NCC[C@@H]1CC[C@H](NC(=O)C2CC2)[C@@H](CO)O1)Nc1ccc(Cl)cc1,3.2,0.1
C[C@@H]1CN([C@@H](C)CO)C(=O)c2cccc(NC(=O)c3cnccn3)c2O[C@H]1CN(C)CC1CC1,.,2.1
C[C@@H]1CN([C@@H](C)CO)C(=O)c2cc(-c3cccc(F)c3)cnc2O[C@@H]1CN(C)Cc1cccc(F)c1,0.7,0.6
O=C(NCC[C@H]1CC[C@@H](NC(=O)C2CCOCC2)[C@@H](CO)O1)Nc1ccc(Cl)cc1,-19.4,-0.4
COc1cc(OC)c(NC(=O)CSc2ccccn2)cc1Cl,4.0,0.0
O=C(CSc1nc(C(F)(F)F)cc(=O)[nH]1)Nc1ccc(F)cc1,9.9,2.5
CC(=O)c1c(O)cc(O)cc1CC(=O)O,.,0.0
C[C@@H](NC(=O)C[C@@H]1C[C@@H]2c3cc(NC(=O)CN(C)C)ccc3O[C@@H]2[C@H](CO)O1)c1ccccc1,-12.6,0.0
COc1cccc(NC(=O)Nc2ccc3c(c2)C(=O)N(C)C[C@H](OC)[C@@H](C)CN(C)[C@H](C)CO3)c1,-5.8,-0.7
COc1ccccc1NC(=O)C1=C(C)NC2=C(C(=O)CC(c3ccc(OC)c(OC)c3)C2)C1c1ccc(C)o1 (centres undefined),-5.0,-0.9
C[C@@H]1CN([C@H](C)CO)C(=O)c2cc(NS(=O)(=O)c3ccc(Cl)cc3)ccc2O[C@@H](C)CCCCO[C@@H]1CN(C)S(C)(=O)=O,.,-0.5
COc1cc2oc(-c3ccccc3)cc(=O)c2c(OC)c1OC,.,-0.6
O=C(CCS(=O)(=O)c1nc(-c2ccccc2)cc(C(F)(F)F)n1)Nc1ccc(Cl)cc1Cl,0.4,0.4
COc1ccccc1-c1ccc2c(c1)O[C@H](CN(C)CC1CC1)[C@H](C)CN([C@H](C)CO)S2(=O)=O,-19.7,0.0
Cc1noc(C)c1S(=O)(=O)Nc1ccc2c(c1)CC(=O)N([C@@H](C)CO)C[C@@H](C)[C@H](CN(C)Cc1ccc(Cl)c(Cl)c1)O2,.,1.2
COC(=O)C1=CO[C@@H](C)[C@H]2CN3CCc4c([nH]c5ccccc45)[C@@H]3C[C@H]12,8.1,0.3&-0.1
C[C@H]1CN([C@@H](C)CO)C(=O)Cc2cc(N(C)C)ccc2O[C@H]1CN(C)Cc1ccccc1,5.4,-7.3
COCC(=O)Nc1ccc2c(c1)C(=O)N(C)C[C@H](OC)[C@H](C)CN(C(=O)c1cccnc1)[C@@H](C)CO2,-7.3,0.1
Cc1ccc(S(=O)(=O)Nc2cccc3c2O[C@@H](CN(C)CC2CC2)[C@@H](C)CN([C@@H](C)CO)C3=O)cc1,1.7,.
O=C(N[C@H]1CC[C@H](CCn2cc(-c3ccc(F)cc3)nn2)O[C@@H]1CO)c1cnccn1,22.0,0.1
C[C@@H]1CN([C@@H](C)CO)C(=O)c2cc(C#Cc3cccnc3)cnc2O[C@@H]1CN(C)C(=O)CN(C)C,-7.7,1.4
O=C(COc1ccc2c(-c3ccccc3)cc(=O)oc2c1)Nc1cc(C(F)(F)F)ccc1Cl,.,0.3
C[C@H]1CN([C@@H](C)CO)C(=O)Cc2cc(NC(=O)C3CC3)ccc2O[C@H]1CN(C)Cc1ccc2c(c1)OCO2,19.2,0.2
CO[C@@H]1CN(C)C(=O)c2ccc(NC(=O)C3CC3)cc2OC[C@@H](C)N(Cc2nccs2)C[C@@H]1C,10.3,0.1
CC(Oc1ccc(C(C)(C)C)cc1)C(=O)NCc1ccco1 (centres undefined),5.9,3.2
COc1cccc(NC(=O)CSc2nc(-c3ccccc3)c(-c3ccccc3)[nH]2)c1,15.7,-0.4
CC(C)NC(=O)Nc1ccc2c(c1)C(=O)N([C@@H](C)CO)C[C@H](C)[C@@H](CN(C)Cc1ccc3c(c1)OCO3)OCCCC[C@H](C)O2,.,3.6
C[C@@H]1CCCCO[C@@H](CN(C)S(=O)(=O)c2ccc(F)cc2)[C@@H](C)CN([C@H](C)CO)C(=O)c2cc(NC(=O)CCC(F)(F)F)ccc2O1,.,-0.4
Cc1ccc(S(=O)(=O)Nc2ccc3c(c2)CC(=O)N([C@@H](C)CO)C[C@H](C)[C@H](CN(C)Cc2ccccc2)O3)cc1,.,-0.2
COc1ccc(NC(=O)N(C)C[C@H]2OCCCC[C@@H](C)Oc3ccc(NC(=O)NC(C)C)cc3C(=O)N([C@H](C)CO)C[C@@H]2C)cc1,.,1.0
O=C(C[C@H]1C[C@H]2c3cc(NS(=O)(=O)c4ccc(F)cc4)ccc3O[C@H]2[C@@H](CO)O1)NCc1ccc(Oc2ccccc2)cc1,7.7,1.3
CCC(=O)N[C@@H]1C=C[C@H](CC(=O)NCc2ccccc2F)O[C@@H]1CO,-9.2,0.1
O=C(CN1C(=O)c2ccccc2S1(=O)=O)Nc1ccc(Cl)c(Cl)c1,6.4,-0.5
COCC#Cc1cnc2c(c1)C(=O)N([C@@H](C)CO)C[C@H](C)[C@@H](CN(C)C(=O)Nc1cccc(F)c1)O2,-1.4,-0.2
CCCNC(=O)N(C)C[C@@H]1Oc2ncc(C#CC3CCCCC3)cc2C(=O)N([C@@H](C)CO)C[C@@H]1C,0.2,.
CC1(C)[C@H]2CC=C(/C=N\NC(=O)CCCCCC(=O)Nc3ccccc3O)[C@@H]1C2,5.5,.
CO[C@H](CN(C)CC1CCOCC1)[C@@H](C)CN(C(=O)Nc1ccc(F)cc1)[C@@H](C)CO,-13.1,0.5
C[C@H]1CN([C@@H](C)CO)C(=O)Cc2cc(NC(=O)Nc3ccc(C(F)(F)F)cc3)ccc2O[C@H]1CN(C)C(=O)NC1CCCCC1,.,0.2
CO[C@H]1CN(C)C(=O)c2cc(NS(=O)(=O)c3ccccc3)ccc2OC[C@H](C)N(Cc2cccnc2)C[C@H]1C,0.8,0.1
CCCC(=O)Nc1ccc2c(c1)C(=O)N(C)C[C@@H](OC)[C@@H](C)CN(C(C)=O)[C@H](C)CO2,-6.7,0.3
C[C@@H]1CCCCO[C@@H](CN(C)Cc2ccc(C(=O)O)cc2)[C@H](C)CN([C@@H](C)CO)C(=O)c2cc(N(C)C)ccc2O1,0.9,0.9
C[C@@H]1CN([C@@H](C)CO)C(=O)c2cc(NC(=O)Nc3ccc(F)cc3)ccc2O[C@H]1CN(C)Cc1ccc(Cl)c(Cl)c1,.,3.8
CN(C)C(=O)C[C@@H]1C[C@@H]2c3cc(NC(=O)Nc4ccc(C(F)(F)F)cc4)ccc3O[C@@H]2[C@H](CO)O1,-18.9,-0.3
CCCC(=O)Nc1ccc2c(c1)C(=O)N(C)C[C@@H](OC)[C@H](C)CN(CCC)[C@H](C)CO2,-8.6,-0.3
CCC(=O)N[C@@H]1C=C[C@@H](CC(=O)NCCN2CCCCC2)O[C@@H]1CO,13.8,0.3
C[C@@H]1CN([C@H](C)CO)C(=O)c2cc(NC(=O)C3CC3)ccc2O[C@@H]1CN(C)C(=O)NC1CCCCC1,.,0.0
CNC[C@H]1Oc2cc(-c3cncnc3)ccc2S(=O)(=O)N([C@@H](C)CO)C[C@H]1C,-12.0,-9.2
O=C(NCC[C@H]1CC[C@H](NC(=O)c2ccncc2)[C@@H](CO)O1)Nc1ccc(Cl)cc1,1.4,-0.1
CC(C)C#Cc1cnc2c(c1)C(=O)N([C@H](C)CO)C[C@H](C)[C@@H](CN(C)S(=O)(=O)c1cn(C)cn1)O2,-1.6,-1.8
O=C(Nc1ccc2c(c1)[C@H]1C[C@H](CC(=O)N3CCCCC3)O[C@H](CO)[C@H]1O2)NC1CCCC1,-1.9,0.2

# Three compounds out of the list, ordered by SMILES length, descending.
SMILES,EZH2 inh,IDH1 mut inh
O=C(C[C@H]1C[C@H]2c3cc(NS(=O)(=O)c4ccc(F)cc4)ccc3O[C@H]2[C@@H](CO)O1)NCc1ccc(Oc2ccccc2)cc1,7.7,1.3
CNC[C@H]1Oc2cc(-c3cncnc3)ccc2S(=O)(=O)N([C@@H](C)CO)C[C@H]1C,-12.0,-9.2
CC1(C)[C@H]2CC=C(/C=N\NC(=O)CCCCCC(=O)Nc3ccccc3O)[C@@H]1C2,5.5,.

# Some of the compounds tested; count on the stated rates, not on these rows.
